Screens deposited in PubChem by National Center for Advancing Translational Sciences (NCATS).
PLK1 PBD block – inhibitors of human PLK1 polo-box domain binding | Plk1 PBD binding of FITC phosphopeptide, fluorescence polarization | Potency, µM, for the others: max response, negative = inhibition, most hits filed as inhibitors | 360,000 tested, 2.8% active | P53350; further: potency means the concentration at half of the fitted maximal effect; series mostly up to about 57 µM; on the % scale 0 is the no-effect control and ±100 the full control effect; nearly all actives have a fitted effect of over 65% in size
EPAC1 antag – blocks human EPAC1 exchange factor; EPAC1 GEF assay, Rap1b-BODIPY-GDP exchange fluorescence; Potency, µM (series often up to 115 µM), for the others: top-dose activity change, negative = inhibition, most hits filed as inhibitors; 360,000 tested, 0.14% active; AID 720709;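 further: potency means the concentration at half of the fitted maximal effect; plate controls were vehicle for no effect and positive control for full effect; nearly all actives have a fitted effect of over 50% in size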
PI5P4Ka inh – PI5P4K alpha (human) kinase inhibition | P48426 | PI5P4Kalpha enzyme, ADP-Glo luminescence, 60 min; hits give low values | max response, % | 330,000 tested, 1.2% active; active means max response of -50% or lower; inconclusive means between -30% and -50%; inactive means -30% or higher; further: value at the top dose of about 77 µM; on the % scale 0 is the no-effect control and ±100 the full control effect
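qHTS, 1536-well: enzyme/substrate mix, compound by pin tool, 5 microM ATP final; RT 60 min; ADP-Glo reagents 1 (45 min) then 2 (30 min); luminescence.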
EPAC1 agonist – agonists of human EPAC1 | Potency, µM (titrated, usually from 154 µM), for the others: at the highest dose activation, actives largely listed as activators | O95398 | EPAC1 agonist qHTS, biochemical assay; response scale: 100% = response to 6.5 mM cAMP | 360,000 tested, 0.073% active; further: potency means the concentration at half of the fitted maximal effect; nearly all actives have a fitted effect of over 60% in size
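Compounds were pinned as a concentration titration into mixtures of EPAC1 (100 nM), BODIPY-GDP-loaded Rap1B (250 nM) and GDP (50 uM). After 5 min at room temperature, fluorescence was followed for 30 min; activity was scaled to 6.5 mM cAMP.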
Abeta yeast res – restores growth of yeast expressing A-beta42 peptide; 410,000 tested, 0.063% active; AID 1347071; Potency, µM (titrated, usually from 46.1 µM), for the others: top-dose growth rescue, actives largely listed as activators; yeast expressing A-beta42, growth rescue, OD600, 48 h; response scale: 0% DMSO, 100% iron-clioquinol control; further: potency means the concentration at half of the fitted maximal effect; nearly all actives have a fitted effect of over 55% in size
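Growth rescue measured by 600 nm absorbance after 48 h yeast culture at 30 C with compound. Values normalized between DMSO and an equimolar ferric chloride plus clioquinol control.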
FUS suppressor – FUS proteinopathy suppression in yeast; S. cerevisiae FUS-expressing, growth rescue, OD600, 24 h; Potency, µM (highest dose often 76.6 µM), for inactives: top-dose growth rescue (activation), usual class: activators; 390,000 tested, 0.24% active; AID 1347120;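 further: potency means the concentration at half of the fitted maximal effect; plate controls were DMSO vehicle for no effect and reference control for full effect; nearly all actives have a fitted effect of over 55% in size; some results filed as inactive show a strong effect at the top dose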
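Compound concentration series was pinned onto galactose-induced FUS-expressing yeast seeded at OD 0.005. Plates sat 24hr at 30C; absorbance at 600 nm gave growth. DMSO served as background control.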
aSyn yeast inh – alpha-synuclein toxicity inhibition in yeast. Potency, µM (highest dose often 46.1 µM), inactives show at the top dose growth rescue (activation), usual class: activators. 370,000 tested, 0.14% active. AID 652106. Yeast expressing alpha-synuclein, growth rescue, BacTiter-Glo, 24 h; further: potency means the concentration at half of the fitted maximal effect; % of control where 0% means no effect; nearly all actives have a fitted effect of over 65% in size
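Rescue of yeast growth: cells expressing toxic alpha-synuclein, induced in galactose at OD600 0.02, incubated with compound 24 h at 30 C. ATP luminescence quantified growth; inhibitors of toxicity appear as activators.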
IL-2 act – IL-2 activation | 360,000 tested, 0.065% active | IL-2 activation reporter assay, cell-based qHTS; stimulated with anti-CD3/CD4/CD28 beads; in transgenic mouse T cells | AID 652025 | activation, % (series mostly up to about 46 µM); in the data active means activation above about 50%; inconclusive means mostly about 30% to 49%; further: 0% is about no effect
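Readout: EGFP and DsRed signals by fluorescent plate cytometry. Unstimulated transgenic mouse T cells received compound 60 min before antibody-bead stimulation, then incubated 18 h at 37 degrees C.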
WRN helicase inh – inhibitors of human WRN helicase; Q14191; WRN helicase unwinding, fluorescent forked duplex, kinetic; Potency, µM (highest dose often 114 µM), inactives show top-dose activity change, negative = inhibition, most hits filed as inhibitors; 360,000 tested, 0.46% active; AID 651768; further: potency means the concentration at half of the fitted maximal effect; on the % scale 0 is the no-effect control and ±100 the full control effect; nearly all actives have a fitted effect of over 55% in size
Target sequence (Q14191 whole entry, looked up): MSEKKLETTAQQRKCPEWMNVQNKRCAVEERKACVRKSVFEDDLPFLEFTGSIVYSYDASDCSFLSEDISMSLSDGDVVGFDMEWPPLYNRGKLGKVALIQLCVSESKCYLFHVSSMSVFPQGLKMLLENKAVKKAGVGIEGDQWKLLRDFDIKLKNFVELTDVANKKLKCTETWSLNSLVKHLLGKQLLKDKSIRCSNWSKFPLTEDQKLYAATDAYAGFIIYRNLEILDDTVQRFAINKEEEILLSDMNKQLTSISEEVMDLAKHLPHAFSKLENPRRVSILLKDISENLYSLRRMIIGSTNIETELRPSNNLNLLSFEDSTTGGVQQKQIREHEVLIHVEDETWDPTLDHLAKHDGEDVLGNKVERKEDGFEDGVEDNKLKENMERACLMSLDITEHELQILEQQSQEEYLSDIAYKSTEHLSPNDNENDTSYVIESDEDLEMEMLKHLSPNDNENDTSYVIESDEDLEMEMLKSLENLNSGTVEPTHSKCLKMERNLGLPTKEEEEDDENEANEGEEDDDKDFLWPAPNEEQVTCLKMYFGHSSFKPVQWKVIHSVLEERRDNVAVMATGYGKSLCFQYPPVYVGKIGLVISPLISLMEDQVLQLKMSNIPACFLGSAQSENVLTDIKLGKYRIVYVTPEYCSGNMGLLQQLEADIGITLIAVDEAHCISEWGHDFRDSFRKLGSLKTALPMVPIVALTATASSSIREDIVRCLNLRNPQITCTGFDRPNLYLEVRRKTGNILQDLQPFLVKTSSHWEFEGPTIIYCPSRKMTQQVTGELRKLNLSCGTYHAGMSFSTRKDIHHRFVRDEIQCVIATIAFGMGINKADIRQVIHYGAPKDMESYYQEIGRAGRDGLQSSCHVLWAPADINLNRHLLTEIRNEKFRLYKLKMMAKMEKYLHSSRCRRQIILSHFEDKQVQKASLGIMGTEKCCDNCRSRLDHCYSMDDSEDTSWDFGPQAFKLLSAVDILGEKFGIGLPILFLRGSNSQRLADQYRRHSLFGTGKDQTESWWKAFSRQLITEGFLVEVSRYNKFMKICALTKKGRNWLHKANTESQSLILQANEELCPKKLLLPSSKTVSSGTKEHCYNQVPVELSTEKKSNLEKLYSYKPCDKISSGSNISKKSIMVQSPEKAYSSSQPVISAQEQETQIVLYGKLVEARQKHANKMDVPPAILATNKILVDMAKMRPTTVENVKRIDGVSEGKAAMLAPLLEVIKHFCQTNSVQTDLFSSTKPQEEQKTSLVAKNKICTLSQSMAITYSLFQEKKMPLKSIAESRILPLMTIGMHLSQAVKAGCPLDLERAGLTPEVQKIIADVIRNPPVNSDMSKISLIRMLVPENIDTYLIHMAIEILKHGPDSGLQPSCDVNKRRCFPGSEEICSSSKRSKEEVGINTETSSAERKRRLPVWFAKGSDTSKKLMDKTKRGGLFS
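WRN at 20 nM final was preincubated with compound for 15 min at room temperature; reaction started with 100 nM forked duplex oligonucleotide carrying fluorophore and quencher plus 2 mM ATP (final). Unwinding followed kinetically by red fluorescence (ex 525/em 598 nm).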
The depositor's hits bear a star; & = joins results of further samples; [ ] = another dose, or the depositor's remark. Unless noted, the call rests on the fitted dose curve; in most records, active means well fitted curve in the direction sought with a large enough effect; inconclusive means small, poorly fitted or top-dose-only effect, or another doubt; inactive means no such curve, though single readings can be large; an effect the other way counts as inactive or inconclusive. An unsorted share of the library; any-hit rate near 4.1%.

CC1C(=O)N(Cc2cn(Cc3ccco3)nn2)CCS(=O)(=O)N1Cc1ccc(-c2ccc(F)cc2)cc1 (stereo not drawn) was read as PLK1 PBD block -5%, EPAC1 antag -6%, PI5P4Ka inh -1, EPAC1 agonist 5%, Abeta yeast res 5%, FUS suppressor 40%, aSyn yeast inh 1%, IL-2 act -0.8 and WRN helicase inh -5%.
Screening O=C(O)CSc1nc(-c2ccc(Cl)cc2)nc2c1oc1ccccc12 returned PLK1 PBD block inconclusive, EPAC1 antag 5%, PI5P4Ka inh -9, EPAC1 agonist -9%, Abeta yeast res -93%[inhibitor], FUS suppressor -3%, aSyn yeast inh -32%[inhibitor], IL-2 act 0.2 and WRN helicase inh -14%.
Screening Cc1nc2ccccc2c(=O)n1NC(=O)Cc1ccc([N+](=O)[O-])cc1 returned PLK1 PBD block -10%, EPAC1 antag -4%, PI5P4Ka inh 0, EPAC1 agonist 14%, Abeta yeast res -5%, FUS suppressor 31%, aSyn yeast inh -2%, IL-2 act 1.3 and WRN helicase inh 0%.
Screening O=C(C1=COCCO1)N(Cc1nnc(-c2ccc(Cl)cc2)o1)C1CC1 returned PLK1 PBD block 2%, EPAC1 antag -3%, PI5P4Ka inh -3, EPAC1 agonist -3%, Abeta yeast res 1%, FUS suppressor 10%, aSyn yeast inh 0%, IL-2 act -3.2 and WRN helicase inh -8%.
For CC(=O)c1cccc(N(CC(=O)Nc2ccccc2F)S(C)(=O)=O)c1 the results were PLK1 PBD block -17%, EPAC1 antag 25%, PI5P4Ka inh 6, EPAC1 agonist 16%, Abeta yeast res -2%, FUS suppressor 9%, aSyn yeast inh -4%, IL-2 act -0.4 and WRN helicase inh -4%.
Screening Cc1ccc(C)c(NC(=S)NCCN2CCOCC2)c1 returned PLK1 PBD block inconclusive, EPAC1 antag 12%, PI5P4Ka inh -4, EPAC1 agonist -7%, Abeta yeast res 5%, FUS suppressor -1%, aSyn yeast inh -12%, IL-2 act -0.4 and WRN helicase inh 10%.
`CCn1cc(C(=O)N2CCOCC2)c(=O)c2cc(S(=O)(=O)N(C)C)ccc21` gave PLK1 PBD block -1%, EPAC1 antag -8%, PI5P4Ka inh -5, EPAC1 agonist 13%, Abeta yeast res -9%, FUS suppressor -15%, aSyn yeast inh -2%, IL-2 act -1.2 and WRN helicase inh 6%.
COc1ccc(N(Cc2ccccc2)S(=O)(=O)c2cccc(C(=O)NC3=NCCS3)c2)cc1 was read as PLK1 PBD block -1%, EPAC1 antag -20%, PI5P4Ka inh 1, EPAC1 agonist 12%, Abeta yeast res 29%, FUS suppressor 29%, aSyn yeast inh 2%, IL-2 act 3.8 and WRN helicase inh -8%.
Screening O=C1C(Cl)=C(N2CCOCC2)C(=O)N1c1ccccc1 returned PLK1 PBD block -12%, EPAC1 antag 2%, EPAC1 agonist 3%, Abeta yeast res 13%, FUS suppressor -5%, aSyn yeast inh 0%, IL-2 act -0.9 and WRN helicase inh -11%.
For N=c1ncn(CC(O)CO)c2nc(N3CCOCC3)[nH]c12 (stereo not drawn) the results were PLK1 PBD block -1%, EPAC1 antag -6%, PI5P4Ka inh 0, EPAC1 agonist -3%, Abeta yeast res 5%, FUS suppressor 12%, aSyn yeast inh -8%, IL-2 act -0.6 and WRN helicase inh -12%.
Screening Cn1cc(SCC(=O)Nc2nc3ccccc3s2)c2ccccc21 returned PLK1 PBD block -23%, EPAC1 antag 9%, PI5P4Ka inh 0, EPAC1 agonist 19%, Abeta yeast res 8%, FUS suppressor 30%, aSyn yeast inh 2%, IL-2 act 0.6 and WRN helicase inh -4%.
`COc1ccc2c(c1)N(C[C@H](C)CN(C)C)c1ccccc1S2` gave PLK1 PBD block 0%, EPAC1 antag -25%, PI5P4Ka inh 11, EPAC1 agonist 8%, Abeta yeast res 12%, FUS suppressor -18%, aSyn yeast inh 4%, IL-2 act 0.4 and WRN helicase inh -3%.
CCc1ccc(NC(=O)CCCN2C(=O)C3CC=CCC3C2=O)cc1 (stereo not drawn) was read as PLK1 PBD block 0%, EPAC1 antag 10%, PI5P4Ka inh 2, EPAC1 agonist -11%, Abeta yeast res 6%, FUS suppressor 29%, aSyn yeast inh -2%, IL-2 act -0.6 and WRN helicase inh -12%.
COc1ccc(C(=O)Nc2cnc3sc(C)nn3c2=O)cc1 was read as PLK1 PBD block -4%, EPAC1 antag 0%, PI5P4Ka inh -5, EPAC1 agonist 5%, Abeta yeast res 7%, FUS suppressor 3%, aSyn yeast inh -4%, IL-2 act 1.8 and WRN helicase inh 6%.
Screening O=C(NCC(c1cccnc1)N1CCN(c2ccccc2)CC1)c1ccc2c(c1)OCO2 (stereo not drawn) returned PLK1 PBD block -2%, EPAC1 antag 12%, PI5P4Ka inh -7, EPAC1 agonist 2%, Abeta yeast res 12%, FUS suppressor 1%, aSyn yeast inh 11%, IL-2 act -0.6 and WRN helicase inh 11%.
Screening CCN(CC)CCCNC(=O)c1cn(CC(C)C)c(=O)c2c1c1ccccc1n2C returned PLK1 PBD block -8%, EPAC1 antag -18%, PI5P4Ka inh 3, EPAC1 agonist 5%, Abeta yeast res -14%&-49%, FUS suppressor 25%&-9%, aSyn yeast inh -1%, IL-2 act -0.6 and WRN helicase inh 4%.
For COc1ccc(Br)cc1/C=N/NC(=O)c1nc(-c2ccccc2)n2c1CCCCC2 the results were PLK1 PBD block -3%, EPAC1 antag 5%, PI5P4Ka inh 2, EPAC1 agonist 5%, Abeta yeast res 18%, FUS suppressor 17%, aSyn yeast inh -14%, IL-2 act 0.2 and WRN helicase inh -2%.
For CNC(=O)c1[nH]cnc1C(=O)NCC(=O)OC(C)(C)C the results were PLK1 PBD block -1%, EPAC1 antag -6%, PI5P4Ka inh -1, EPAC1 agonist 8%, Abeta yeast res 0%, FUS suppressor -11%, aSyn yeast inh -8%, IL-2 act -3.3 and WRN helicase inh -1%.
For Cc1c(NC(=O)Oc2ccccc2)sc(=S)n1C the results were PLK1 PBD block 15µM*, EPAC1 antag -1%, EPAC1 agonist 8%, Abeta yeast res 8%, FUS suppressor -7%, aSyn yeast inh -44%[inhibitor], IL-2 act 1.4 and WRN helicase inh -15%.
COc1ccc(CN2C(=O)c3ccccc3C2C(=O)NCc2cccnc2)c(OC)c1 (stereo not drawn) was read as PLK1 PBD block -2%, EPAC1 antag -1%, PI5P4Ka inh 19, EPAC1 agonist 5%, Abeta yeast res 0%, aSyn yeast inh 1%, IL-2 act 0.3 and WRN helicase inh -9%.
Screening O=C(CCCNC(=O)c1ccc(Cl)cc1)Nc1ccc(S(=O)(=O)Nc2ncccn2)cc1 returned PLK1 PBD block 27µM*, EPAC1 antag 0%, PI5P4Ka inh -13, EPAC1 agonist 1%, Abeta yeast res 15%, FUS suppressor 3%, aSyn yeast inh -4%, IL-2 act -2.7 and WRN helicase inh 0%.
Screening CC(=O)NCC(=O)N1CCCC(C(=O)c2ccc3c4c(cccc24)CC3)C1 (stereo not drawn) returned PLK1 PBD block -2%, EPAC1 antag 24%, PI5P4Ka inh -2, EPAC1 agonist -5%, Abeta yeast res 11%, FUS suppressor 8%, aSyn yeast inh 2%, IL-2 act -2.5 and WRN helicase inh 5%.
`CN(Cc1ccccc1)C(=O)NC1CCCCC1` gave PLK1 PBD block -4%, EPAC1 antag 9%, EPAC1 agonist -5%, Abeta yeast res 22%, FUS suppressor 13%, aSyn yeast inh 0%, IL-2 act 0.2 and WRN helicase inh 13%.
For Cc1n[nH]c(C)c1SCC(=O)Nc1ccc(F)cc1 the results were PLK1 PBD block -12%, EPAC1 antag 6%, PI5P4Ka inh -4, EPAC1 agonist 5%, Abeta yeast res 9%, FUS suppressor -3%, aSyn yeast inh -14%, IL-2 act 0.1 and WRN helicase inh 1%.
COc1ccc(OC)c(-c2nnc3n2N=C(c2ccc(OC)c(OC)c2)CS3)c1 was read as EPAC1 antag -18%, EPAC1 agonist -6%, Abeta yeast res -9%, FUS suppressor 21% and IL-2 act -2.2.
`Cc1ccc(NC(=O)C[n+]2cc(-c3ccccc3)n3c2CCC3)cc1` gave PLK1 PBD block -9%, EPAC1 antag -9%, PI5P4Ka inh 0, EPAC1 agonist 0%, Abeta yeast res 8%, FUS suppressor 6%, aSyn yeast inh 10%, IL-2 act 0.9 and WRN helicase inh 2%.
For O=C(CSc1ccc(-c2ccc(Br)cc2)nn1)N1CCOCC1 the results were PLK1 PBD block -9%, EPAC1 antag inconclusive, PI5P4Ka inh 2, EPAC1 agonist 5%, Abeta yeast res -4%, FUS suppressor 9%, aSyn yeast inh 0%, IL-2 act -0.2 and WRN helicase inh -2%[57.1 µM].
For Cc1ccccc1NC(=O)c1cc(S(=O)(=O)N2CCCCC2)ccc1N1CCOCC1 the results were PLK1 PBD block 0%, EPAC1 antag 0%, PI5P4Ka inh 1, EPAC1 agonist 7%, Abeta yeast res 1%, FUS suppressor 9%, aSyn yeast inh 5%, IL-2 act 0.5 and WRN helicase inh 8%.
`CN1C(=O)C2CN(CCc3ccccc3)CNC2N(C)C1=O` (stereo not drawn) gave PLK1 PBD block -4%, EPAC1 antag -4%, PI5P4Ka inh 5, EPAC1 agonist -6%, Abeta yeast res -12%, FUS suppressor 12%, aSyn yeast inh 0%, IL-2 act -0.9 and WRN helicase inh 6%.
Screening c1coc(-c2nnc(SCc3nc4ccccc4[nH]3)o2)c1 returned PLK1 PBD block -7%, EPAC1 antag -2%, EPAC1 agonist 0%, Abeta yeast res -8%, FUS suppressor 23%, aSyn yeast inh -2%, IL-2 act -1.1 and WRN helicase inh -11%.
Cc1nnc(NC(=O)CS(=O)(=O)Cc2ccccc2)s1 was read as PLK1 PBD block -6%, EPAC1 antag -10%, PI5P4Ka inh -2, EPAC1 agonist 3%, Abeta yeast res -7%, FUS suppressor 27%, aSyn yeast inh 2%, IL-2 act -0.5 and WRN helicase inh -1%.
